# PP1 inh: blocks human PP1-alpha phosphatase, a PP5 counter-screen; AID 2235; purified PP1alpha, OMFP fluorescence; 320,000 compounds, 0.9% hits; inhibition, % at 6.7 µM;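 active = inhibition above the mean inhibition of all tested compounds plus 3 SD, computed separately for each screening campaign, cut at about 15% in these data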
# JMJD2C inh: blocks human GASC-1 demethylase activity | GST-JMJD2C(1-420) H3K9me3 demethylation, DELFIA europium | AID 2099 | inhibition, % at 2.35 µM | 330,000 compounds, 0.069% hits | Q9H3R0;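 active = more than half of a compound's replicate wells show inhibition beyond 50%, single wells judged on their own value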;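 also: signal counts dimethyl H3K9 product captured on neutravidin plate; 0% = median of DMSO wells and 100% = 0.3 times that DMSO median; strong numbers were not always called active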
# CTSL1 counter: cathepsin L1 inhibition, PFM18AAP counter-screen | recombinant F. hepatica cathepsin L1, Z-Leu-Arg-MCA fluorescence | inhibition, % at 5.96 µM | 300,000 compounds, 0.49% hits | AID 1906;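 active = inhibition above the mean of all tested compounds plus 3 SD, set per screening campaign, cut at about 17% in these data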;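 also: 0% = plate median of test compound wells and 100% = 1 µM Z-Phe-Ala-diazomethylketone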
# Efflux pump mplx: blocks antifungal efflux pumps in multiplex yeast assay; S. cerevisiae Candida pump triplex, Nile Red efflux; inhibition, % at 10 µM; 330,000 compounds, 0.44% hits; AID 485275;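 active = plate passing quality check with inhibition over a set limit, or well fluorescence over plate mean plus 4 SD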;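 also: Nile Red retained in pooled yeast measured as flow cytometry median fluorescence; 0% = buffer negative control and 100% = Enniatin B positive control; higher means more Nile Red kept so more efflux inhibition; some compounds called inactive have numbers as strong as hits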
# TPT1 inh: blocks Candida albicans tRNA 2'-phosphotransferase; AID 1962; 300,000 compounds, 0.81% hits; recombinant caTPT1, FP RNA substrate dephosphorylation; inhibition, % at 5 µM;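 active = inhibition above the mean of all tested compounds plus 3 SD, set per screening campaign, cut at about 24% in these data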;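 also: plate controls were DMSO alone for no effect and ferristatin control at 100 nM for full effect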
# proCasp3 act: activators of human procaspase-3; recombinant procaspase-3 D3A, Ac-DEVD-pNA absorbance 405 nm; activation, % at 8.5 µM; 330,000 compounds, 0.11% hits; AID 463141;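 active = activation above the mean of all tested compounds plus 3 SD, cut at about 21% in these data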;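 also: 0% = DMSO alone and 100% = DMSO wells spiked with extra 5 µM PC-3 D3A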
# Target sequence (P42574 whole entry D9A/D28A/D175A): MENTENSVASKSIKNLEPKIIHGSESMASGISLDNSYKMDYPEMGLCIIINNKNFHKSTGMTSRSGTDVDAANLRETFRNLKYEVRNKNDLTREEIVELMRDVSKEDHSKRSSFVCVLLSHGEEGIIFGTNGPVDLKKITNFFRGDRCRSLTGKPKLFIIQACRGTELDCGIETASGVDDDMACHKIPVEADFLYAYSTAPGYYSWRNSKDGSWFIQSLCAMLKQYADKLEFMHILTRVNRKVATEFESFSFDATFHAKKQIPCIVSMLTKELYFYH
#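 Technique: 405 nm absorbance of p-nitroaniline, reads at 0 and 120 min; Test system: Procaspase-3 D3A mutant; Incubation: 1 h enzyme-compound preincubation, then 2 h substrate reaction, 25 °C; Repeats: singlicate, each compound tested once; Benchmarks: low control DMSO wells, high control DMSO plus 5 µM PC-3 D3A.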
# PP5 inh: PP5 (human) phosphatase inhibition. purified PP5c, OMFP substrate fluorescence. inhibition, % at 6.7 µM. 320,000 compounds, 0.18% hits;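 active = inhibition above the campaign's mean inhibition across all tested compounds plus 3 SD, cut at about 9.5% in these data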;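 also: 0% = DMSO only and 100% = 100 µM cantharidin control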
# Target sequence (P53041 whole entry, looked up): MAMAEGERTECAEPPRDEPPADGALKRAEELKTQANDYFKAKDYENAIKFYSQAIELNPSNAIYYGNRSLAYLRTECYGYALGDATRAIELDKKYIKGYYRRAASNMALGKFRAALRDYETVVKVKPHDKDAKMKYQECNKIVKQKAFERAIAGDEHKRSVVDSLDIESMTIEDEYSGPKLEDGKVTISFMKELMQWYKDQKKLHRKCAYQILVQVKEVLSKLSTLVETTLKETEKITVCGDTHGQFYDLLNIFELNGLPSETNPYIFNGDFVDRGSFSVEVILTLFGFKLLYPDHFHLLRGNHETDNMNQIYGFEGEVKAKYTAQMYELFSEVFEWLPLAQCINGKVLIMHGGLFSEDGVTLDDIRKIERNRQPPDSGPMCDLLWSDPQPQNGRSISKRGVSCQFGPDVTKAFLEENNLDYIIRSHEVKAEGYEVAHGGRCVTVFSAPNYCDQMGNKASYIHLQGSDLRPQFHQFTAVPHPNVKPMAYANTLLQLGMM
# HCV core dimer: HCV core protein dimerization inhibition; TR-FRET GST/Flag-core106 dimerization, 1536-well; inhibition, % at 5 µM; 300,000 compounds, 0.33% hits;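 active = inhibition above the mean of all tested compounds plus 3 SD, set per screening campaign, cut at about 45% in these data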
#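 System – GST-tagged and Flag-tagged HCV core protein residues 1-106 · Repeats – one well for each compound · Technique – TR-FRET 671 and 617 nm emission · Doses – one concentration, 5 µM, in 0.5% DMSO · Times – 4 h, 22.5 °C incubation · Also added – Eu donor and XL665 acceptor anti-tag antibodies · Measure – percent inhibition of core106 dimerization signal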
# proCasp7 act: activates human procaspase-7, counter-screen for procaspase-3 activators. P55210. recombinant procaspase-7, Ac-DEVD-pNA absorbance 405 nm; D23A/D198A/D206A triple mutant, cannot self-cleave; scale: DMSO 0, 5 µM enzyme 100. activation, % at 8.5 µM. 330,000 compounds, 0.093% hits;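 active = percent activation above the screen-wide mean plus 3 SD, cut at about 25% in these data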
# Target sequence (P55210 whole entry D23A/D198A/D206A): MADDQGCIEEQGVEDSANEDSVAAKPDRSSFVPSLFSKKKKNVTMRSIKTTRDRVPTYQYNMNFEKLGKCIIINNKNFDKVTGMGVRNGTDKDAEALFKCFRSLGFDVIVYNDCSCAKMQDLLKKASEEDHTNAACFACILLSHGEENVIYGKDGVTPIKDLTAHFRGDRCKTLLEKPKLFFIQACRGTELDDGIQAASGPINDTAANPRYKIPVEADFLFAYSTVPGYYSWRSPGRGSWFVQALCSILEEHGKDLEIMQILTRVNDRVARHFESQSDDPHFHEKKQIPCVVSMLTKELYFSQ
#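 System: Procaspase-7 triple mutant (PC-7 D3A); measure: % activation from two-timepoint absorbance difference, scaled to controls; times: 1 h compound preincubation, 2 h substrate cleavage, 25 °C; also added: Ac-DEVD-pNA substrate, 400 µM as added; measured by: Epi-absorbance of released pNA at 405 nm, two timepoints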
# * hit, by the source's call; i = inactive; / = no result given.
# Value order: PP1 inh	JMJD2C inh	PP5 inh	TPT1 inh	Efflux pump mplx	CTSL1 counter	HCV core dimer	proCasp7 act	proCasp3 act
- CC(C)c1nc(CN(C)C(=O)N[C@H](C(=O)N[C@@H](Cc2ccccc2)C[C@H](O)[C@H](Cc2ccccc2)NC(=O)OCc2cncs2)C(C)C)cs1
 : 1	5	1.5	-2	-0.3	2	8	10	7
- Cc1ccc(-n2nnnc2CNC(=O)c2ccc3c(c2)OCO3)cc1C
 : 1	5	1.0	-2	0.0	0	5	4	4
- CCC(=O)N1CCc2cc(S(=O)(=O)CCC(=O)NCc3ccccc3OC)ccc21
 : -3	-2	0.2	1	-0.1	-1	4	4	8
- CCC(O)(CC)C(=O)NN(C(=O)CCl)c1ccccc1
 : 1	-17	0.4	0	0.2	-1	-1	4	3
- COc1cc2c(cc1OC)CN(C(=O)Cc1ccc(OC)c(S(=O)(=O)N3CCOCC3)c1)CC2
 : -2	-5	-1.5	8	-0.1	2	1	5	10
- COCCn1c(C)cc(C(=O)COc2cccnc2[N+](=O)[O-])c1C
 : 7	17	4.4	-2	0.0	-5	-2	-40	-22
- CSc1cccc(CN2CCC(n3nccc3NC(=O)C3CC3)CC2)c1
 : 2	-3	2.2	-4	0.0	-2	-15	-8	7
- CCOC(=O)c1cnc(SCC(=O)N2CCc3ccccc32)nc1N
 : -8	-8	2.3	0	0.4	-7	2	-14	-12
- CCc1ccc(C(=O)Nc2ccc(OC)c(S(=O)(=O)N3CCOCC3)c2)cc1
 : -1	14	0.9	2	0.1	-1	-5	1	13
- Cc1ccc(NC(=O)CSc2nnc(Cc3csc(C)n3)o2)c(C)c1
 : -1	-1	1.8	1	0.1	-1	0	0	-9
- Cc1cc(SCc2cccc(Cl)c2)nc(=O)[nH]1
 : -3	11	3.7	1	-0.2	-1	-1	-6	7
- COc1ccc(Cc2nnc(NC(=O)Nc3cccc(OC)c3)s2)cc1
 : 18*	5	-1.0	-1	-0.2	-5	3	6	1
- COc1cc(C)ccc1OCc1cc(C(=O)NCCN2CCCC(O)C2)no1 (stereo unspecified)
 : -3	-2	0.6	-1	0.0	10	6	5	4
- CCOC(=O)c1cc(CC)sc1NC(=O)COC(=O)c1ccccn1
 : -1	-1	1.5	0	0.1	-4	1	-1	9
- Cc1cc(C)n2cc(COc3ccccc3)nc2n1
 : -2	1	-0.4	3	0.1	-1	1	3	15
- COc1ccc(C(=O)NCCCN2CCOCC2)cc1Br
 : -1	-2	0.6	2	0.4	0	-1	8	9
- CCOc1ncccc1C(=O)OCC(=O)NC(=O)c1ccccc1
 : 4	3	2.3	/	0.2	/	/	0	3
- CC(=O)Nc1ccc(NC(=O)c2ccc(COc3ccc4c(C)cc(=O)oc4c3)cc2)cc1
 : 0	-5	-6.0	2	0.3	3	44	9	-3
- N#CCCN(Cc1cccs1)C(=O)Nc1ccc(F)cc1
 : -5	2	0.7	-2	0.0	3	-1	1	6
- COc1cccc(COC(=O)c2ccc3c(=O)n4c(nc3c2)CCC4)c1OC
 : 1	-5	2.2	4	0.0	5	6	11	-1
- N#Cc1ccc(CN2CCN(C(=O)c3cn(Cc4ccccc4)nc3-c3cccnc3)CC2)cc1
 : -1	17	1.1	/	-0.7	/	/	-5	12
- CCN1CCN(CCNC(=O)c2ccc3c(c2)NC(=O)/C(=C\c2ccc(OC)c(OC)c2)S3)CC1
 : -1	-27	4.1	0	-0.1	-4	-22	-4	10
- Cc1occc1-c1nnc(SCC(=O)N2CCN(c3ccc(F)cc3)CC2)n1C
 : 2	-5	-2.4	-2	0.0	-10	-5	1	6
- CC(CC(F)(F)F)N1CCC(n2nccc2NC(=O)CCOc2ccccc2)CC1 (stereo unspecified)
 : 1	-4	0.8	-1	-0.1	2	-2	5	7
- S=C1NCN(Cc2ccco2)CN1c1cccc2ccccc12
 : -4	/	-0.6	-2	0.3	2	1	0	2
- CC(C)(C)NC(=O)C(=O)NCCC1=CCCCC1
 : -2	5	-1.2	-1	-0.5	3	5	3	7
- CCCN(C(=O)CCNC(=O)Cn1cnc2ccccc2c1=O)c1cccc(Cl)c1
 : -1	5	0.2	-3	0.0	-3	5	4	1
- Cc1cccn2c(=O)c3cc(C(=O)NCc4ccco4)c(=N)n(CCOCCO)c3nc12
 : 0	4	2.8	-12	-0.1	8	18	-10	-11
- CC1CCc2nc3ccc(S(=O)(=O)N4CCC(C(=O)O)CC4)cc3c(C(=O)O)c2C1 (stereo unspecified)
 : 2	-2	-1.7	-6	0.0	-2	-4	-2	-2
- NNC(=O)CCCNc1ncc(C(F)(F)F)cc1Cl
 : 2	-10	1.6	-4	-0.1	-1	-5	3	-2
- COc1ccc(CCNC(=O)CCc2ccc(OC)cc2)cc1
 : -5	0	-1.8	0	-0.1	0	6	-13	2
- COc1cc(C(=S)N2CCOCC2)ccc1OC(=O)c1cccc(C)c1
 : 2	9	3.5	0	0.0	1	7	-15	-9
- Cc1ccc(NS(=O)(=O)c2ccccc2[N+](=O)[O-])cc1C
 : -3	4	4.2	4	0.3	-2	-3	-7	1
- Nn1c(Cc2cccc3ccccc23)nnc1SCc1c(F)cccc1Cl
 : 2	1	2.8	0	-0.2	-1	8	-4	-2
- CNc1ccc(NC(C)=O)cc1[N+](=O)[O-]
 : -1	-2	-1.1	-2	0.1	3	-19	-2	12
- CCN(CC)S(=O)(=O)c1cccc(NC(=O)c2cc3ccccc3o2)c1
 : 3	13	5.5	-3	0.0	-4	9	5	-3
- CCSC1=NC2(CCCCC2)Nc2sc3c(c21)CCCC3
 : 3	14	2.7	-3	0.3	2	1	2	-9
- COc1ccccc1/C=C1/SC(=S)N(CCC(=O)Nc2cccnc2)C1=O
 : 0	-16	4.7	10	-0.1	0	7	-16	-7
- O=C1CCCc2c1cc(C(=O)Nc1ccc(Br)cn1)c(=O)n2-c1ccccc1
 : -3	43	-1.6	0	0.0	4	4	11	6
- CCOC(=O)c1ccc(NC(=S)N2CCC(C(N)=O)(N3CCCCC3)CC2)cc1
 : 2	25	0.5	6	-0.2	1	0	-1	-1
- COc1ccc(CC(=O)Nc2ccc(S(=O)(=O)Nc3ncccn3)cc2)cc1
 : -4	12	1.8	2	0.2	1	10	0	-8
- COCCN1C(=O)c2[nH]nc(-c3ccccc3O)c2C1c1ccc(OC)cc1 (stereo unspecified)
 : -2	-17	0.6	-1	0.0	-5	2	2	8
- CC1=C(C(=O)Nc2ccccc2)C(c2ccc3c(c2)OCO3)C2=C(CCCC2=O)N1 (stereo unspecified)
 : -1	-7	-0.1	-4	-0.1	-2	0	2	-1
- COC(=O)c1sc2nc(SCc3cccc(F)c3)n(N)c(=O)c2c1C
 : 4	1	0.3	1	0.2	-3	-3	14	-3
- Cc1sc2ncnc(SCC(=O)Nc3ccc(CN4CCCC4)cc3)c2c1C
 : 6	-3	2.5	/	0.0	/	/	11	12
- O=C(Nn1cnnc1)c1ccncc1
 : 1	155	2.5	-5	0.0	0	-12	-14	1
- Cn1nnnc1SCC(=O)Nc1ccccn1
 : -3	0	4.3	0	-0.4	-3	-6	-2	-6
- COc1ccc(NC(=O)CN(c2ccccc2F)S(=O)(=O)c2ccc(C)cc2)cc1
 : 3	-16	3.2	2	0.2	0	10	-2	10
- CCOc1ccccc1NC(=O)C1=C(C)NC(=S)NC1c1cccs1 (stereo unspecified)
 : -1	2	2.8	-2	0.6	0	5	12	-10
- COC(=O)CSc1nc(C)c(C)c(C)c1C(N)=O
 : -4	21	-1.2	-3	-0.2	1	0	-9	-1
- COc1ccc(OC(=O)C(C)N2C(=O)c3ccccc3C2=O)cc1 (stereo unspecified)
 : 0	4	0.2	1	-0.1	1	-1	7	2
- COCCN1CCN(C(=O)c2cc(COc3cc(C)ccc3C)on2)CC1
 : -1	4	-2.9	2	0.0	-1	5	-4	9
- COc1cc(-c2nc3ccccn3c2/N=C/c2cccc(F)c2)ccc1O
 : -5	-26	2.4	2	0.0	-2	-27	-5	-1
- O=C(CN1CCCc2ccccc21)Nc1ccc(F)cc1[N+](=O)[O-]
 : -1	8	-0.9	6	-0.1	3	3	12	5
- Cc1ccc(C)c2[nH]c(=O)c(CCNC(=O)C(C)(C)C)cc12
 : -1	4	1.4	0	0.8	-3	-6	-5	0
- Cc1nn(Cc2ccc(F)cc2)c(C)c1NC(=O)CCCn1nc([N+](=O)[O-])cc1C
 : 1	10	0.4	2	0.4	1	-1	-7	1
- O=C(CNC1CCCCC1)NN=C(c1ccccc1)c1ccccc1
 : 9	-4	0.8	-1	0.0	4	2	9	-4
- CCOC(=O)c1cc(CC)sc1/N=C/C1C(=O)CCCC1=O
 : 2	23	2.9	6	0.0	5	0	-6	1
- Cc1cccc(C)c1NC(=O)CN(C)C(=O)c1ccccc1C(=O)N(C)Cc1ccccc1
 : -4	4	2.1	-3	0.5	-3	-14	-2	5
- O=[N+]([O-])c1cc(/C=N/O)ccc1Oc1cccc(Cl)c1
 : 1	-1	2.7	1	0.3	-5	4	-6	-1

# Remaining list, next part:
# Value order: PP1 inh	JMJD2C inh	PP5 inh	TPT1 inh	Efflux pump mplx	CTSL1 counter	HCV core dimer	proCasp7 act	proCasp3 act
- CCOC(=O)C1CCCN(S(=O)(=O)c2ccc(S(=O)(=O)N3CCCC3)cc2)C1 (stereo unspecified)
 : -1	i	-1.9	3	0.0	6	0	0	5
- Cc1ccccc1-c1nnc(SCC(=O)NC2CCCC2)o1
 : -2	8	0.1	-2	0.2	5	2	-4	3
- Cc1cc(C)c(S(=O)(=O)Cc2ccc(Cl)cc2)c(=O)[nH]1
 : -2	-3	1.5	4	0.0	-2	0	3	4
- COc1ccc(NS(=O)(=O)c2cc(NC(=O)c3ccc(=O)[nH]c3)ccc2C)cc1
 : -2	-4	0.8	/	-0.1	/	/	1	8
- Cc1cc(Oc2ncccc2[N+](=O)[O-])c2cc(Cl)ccc2n1
 : 1	-5	2.4	-7	-0.1	-1	0	3	3
- O=C(NCc1csc(-c2cccs2)n1)C1CCCCC1
 : -2	6	1.6	-8	-0.1	2	-4	-2	5
- Cc1ccc(S(=O)(=O)CNC(=S)c2cccc(C)c2)cc1
 : -8	7	5.9	-1	0.7	5	-8	-28	-9
- CCOc1cccc(C(=O)Nc2ccc(S(=O)(=O)Nc3cc(C)on3)cc2)c1
 : 1	11	-0.2	-4	0.1	-1	1	12	-3
- CCN(CC)S(=O)(=O)c1ccc(C2CNC(=O)C2)cc1 (stereo unspecified)
 : -5	-15	-0.8	-3	-0.2	-2	-3	8	3
- O=C(NC(c1ccccc1)c1ccccc1)c1ccc(=O)[nH]n1
 : -1	4	1.0	0	0.0	-1	-3	12	-2

# Of the compounds above, 2 contain a cyano group.
# Value order: PP1 inh	JMJD2C inh	PP5 inh	TPT1 inh	Efflux pump mplx	CTSL1 counter	HCV core dimer	proCasp7 act	proCasp3 act
- N#CCCN(Cc1cccs1)C(=O)Nc1ccc(F)cc1
 : -5	2	0.7	-2	0.0	3	-1	1	6
- N#Cc1ccc(CN2CCN(C(=O)c3cn(Cc4ccccc4)nc3-c3cccnc3)CC2)cc1
 : -1	17	1.1	/	-0.7	/	/	-5	12
